High-throughput results from PubChem.
AMA1 RON2 block – qHTS for Inhibitors of AMA1-RON; Towards Development of Antimalarial Drug Lead: Primary Screen | Plasmodium falciparum AMA1 (3D7) - RON2 peptide interaction | AlphaScreen AMA1-biotinylated RON2 peptide binding | Potency, µM (highest dose often 58.2 µM), inactives show top-dose activity change, negative = inhibition, hits mostly inhibitors | hit rate 0.2% among 360,000;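 note: potency is the fitted concentration of half-maximal effect; 0% = vehicle wells and -100% = peptide control; nearly all actives have a fitted effect of over 45% in size; some results filed as inactive show a strong effect at the top dose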
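AMA1 (3D7) with his tag at 25 nM final met compounds first, then biotinylated RON2 peptide at 25 nM; detection used donor plus acceptor beads, 10 µg/mL apiece, read by AlphaScreen after 30 min at room temperature.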
AmpC detergent – qHTS Inhibitors of AmpC Beta-Lactamase (assay with detergent) | P00811 | AmpC hydrolysis of nitrocefin, absorbance 480 nm, 0.01% Triton | Potency, µM (top dose mostly 114 µM), inactives show at the highest dose activity change, negative = inhibition, most hits filed as inhibitors | hit rate 0.041% among 370,000;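 note: potency is the fitted concentration of half-maximal effect; 0% = no-compound wells and -100% = no-enzyme wells; nearly all actives have a fitted effect of over 25% in size; some results filed as inactive show a strong effect at the top dose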
Target sequence (P00811 whole entry, looked up): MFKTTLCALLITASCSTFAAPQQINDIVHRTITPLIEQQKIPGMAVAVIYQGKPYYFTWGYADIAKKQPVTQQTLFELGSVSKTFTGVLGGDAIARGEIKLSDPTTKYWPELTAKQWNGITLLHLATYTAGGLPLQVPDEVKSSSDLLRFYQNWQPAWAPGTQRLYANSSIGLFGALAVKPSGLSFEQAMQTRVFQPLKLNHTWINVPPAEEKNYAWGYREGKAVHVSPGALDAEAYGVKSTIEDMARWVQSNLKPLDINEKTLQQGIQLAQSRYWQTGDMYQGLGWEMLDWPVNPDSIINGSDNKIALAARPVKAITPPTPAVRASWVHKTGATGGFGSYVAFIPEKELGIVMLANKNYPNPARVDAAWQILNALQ
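AmpC (5.3 nM in the dispensed reagent) in 20 mM phosphate pH 7.0 with 0.01% (detergent screen) or 0.0001% Triton X-100 was preincubated with compounds for 15 min at room temperature. Nitrocefin was then added from an 800 uM solution, and hydrolysis was followed at 480 nm.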
FBPA Giardia inh – qHTS Assay for Inhibitors of Fructose-1,6-bisphosphate Aldolase from Giardia Lamblia. A8B2U2. purified Giardia FBPA. Potency, µM (titrated, usually from 59.6 µM), for the others: top-dose activity, negative = inhibition, actives largely listed as inhibitors. hit rate 0.71% among 290,000; note: potency is the fitted concentration of half-maximal effect; nearly all actives have a fitted effect of over 55% in size
Target sequence (A8B2U2 whole entry, looked up): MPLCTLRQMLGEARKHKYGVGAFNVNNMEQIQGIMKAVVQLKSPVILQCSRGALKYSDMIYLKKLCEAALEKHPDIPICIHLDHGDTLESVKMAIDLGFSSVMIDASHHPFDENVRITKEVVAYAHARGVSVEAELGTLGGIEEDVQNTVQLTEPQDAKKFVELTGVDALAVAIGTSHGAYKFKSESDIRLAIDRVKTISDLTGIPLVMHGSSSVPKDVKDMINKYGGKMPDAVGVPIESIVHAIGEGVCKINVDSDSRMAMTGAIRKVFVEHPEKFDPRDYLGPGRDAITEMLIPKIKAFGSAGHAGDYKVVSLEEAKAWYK
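40 nM FBPA preincubated 10 min at RT with compound (up to 57.5 uM final), then substrate plus GAPDH/TPI/NAD/arsenate coupling and diaphorase/resazurin added. Fluorescence read after 20 min at RT, 525/598 nm.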
Sm TGR block – qHTS Assay for the Inhibitors of Schistosoma Mansoni Peroxiredoxins; Schistosoma mansoni thioredoxin glutathione reductase (TGR), Q962Y6; purified TGR, DTNB reduction, TNB absorbance 405 nm; Potency, µM (top dose mostly 114 µM), for the others: at the highest dose activity change, negative = inhibition, most hits filed as inhibitors; hit rate 3% among 360,000; AID 485364, 2010; note: potency is the fitted concentration of half-maximal effect; nearly all actives have a fitted effect of over 60% in size
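TGR 20 nM + NADPH 100 uM (dispensed conc.), cpd preinc 15 min RT; start with NADPH (500 uM addition) then DTNB (15 mM addition). Kinetic TNB absorbance, 405 nm filter. Four-parameter Hill fit across titration.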
AmpC inh no detg – qHTS Inhibitors of AmpC Beta-Lactamase (assay without detergent); Potency, µM (doses to about 57.1 µM), for inactives: at the top dose activity change, negative = inhibition, most hits filed as inhibitors; P00811; AmpC nitrocefin hydrolysis, absorbance 480 nm, 0.0001% Triton; hit rate 0.52% among 330,000;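 note: potency is the fitted concentration of half-maximal effect; plate controls were no compound for no effect and no enzyme for full effect; nearly all actives have a fitted effect of over 20% in size; some results filed as inactive show a strong effect at the top dose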
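AmpC (5.3 nM in the dispensed reagent) in 20 mM phosphate pH 7.0 with 0.01% (detergent screen) or 0.0001% Triton X-100 was preincubated with compounds for 15 min at room temperature. Nitrocefin was then added from an 800 uM solution, and hydrolysis was followed at 480 nm.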
HCMV inh – qHTS Assay for inhibitors of the human cytomegalovirus (HCMV); HFF cells, HCMV-luciferase reporter, 72 h; active compounds read low; AID 1259415, 2018; hit rate 4.5% among 410,000; activity change, negative = inhibition, % at 57.5 µM; in the data active = activity change below about -60%; inconclusive = no clear call, values can overlap the other calls; inactive = above about -39%
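HFF cells seeded 16 h at 37C, treated with compounds, infected with luciferase-reporter HCMV at MOI 1 PFU/cell; luciferase read at 72 h post infection, normalized to buffer-only and Salinomycin controls.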
Starred values were filed as active, the others as inactive; [ ] = dose if it differs, or a comment. Unless noted, calls come from the whole dose curve; as a rule, active = well fitted curve in the direction sought with a large enough effect; inconclusive = small, poorly fitted or top-dose-only effect, or another doubt; inactive = no such curve, though single readings can be large; an effect the other way counts as inactive or inconclusive. Unless noted, % is set by controls: 0 for no effect and ±100 for the full control effect.

Screening O=C(NCc1ccc(Cl)cc1)c1ncn[nH]1 returned AMA1 RON2 block 4.9%, AmpC detergent 1.2%, FBPA Giardia inh -8.3%, Sm TGR block -10.2%, AmpC inh no detg -26.5% and HCMV inh -5.5.
`CCOC(=O)c1c(C)[nH]c(C)c1S(=O)(=O)N1CCC(C(=O)Nc2ccc(OC)c(OC)c2)CC1` gave AmpC detergent -1.7%, Sm TGR block 11.6% and HCMV inh 13.1.
Screening O=C(N/C=C\c1ccccc1)NCc1ccc(Cl)cc1Cl returned AMA1 RON2 block -3.1%, AmpC detergent -8.0%, FBPA Giardia inh 1.8%, Sm TGR block -17.5%, AmpC inh no detg -33.3% and HCMV inh -7.6.
Screening Cc1ccc(C(=O)NCCCn2ccnc2)cc1[N+](=O)[O-] returned AMA1 RON2 block -16.6%, AmpC detergent inconclusive, FBPA Giardia inh -3.4%, Sm TGR block -0.6%, AmpC inh no detg -4.4% and HCMV inh 18.0.
For COc1ccc(OC)c(NC(=O)c2cn3c4c(ccc(Cl)c4c2=O)OC(C)C3)c1 (centres undefined) the results were AmpC detergent 16.1%, Sm TGR block -1.8% and HCMV inh -1.0.
Screening COc1ccccc1CC(=O)Nc1ccc2nc(C)sc2c1 returned AMA1 RON2 block -9.4%, AmpC detergent -4.0%, FBPA Giardia inh 2.9%, Sm TGR block 6.9%, AmpC inh no detg -13.6% and HCMV inh 30.0.
Screening Cc1ccc(C2C3=C(CC(C)(C)CC3=O)Nc3[nH]c(=S)[nH]c(=O)c32)cc1 (centres undefined) returned AMA1 RON2 block 3.2%, AmpC detergent -6.8%, FBPA Giardia inh inconclusive, Sm TGR block -10.6%, AmpC inh no detg -37.5% and HCMV inh 1.7.
Cc1cc(C)c(NC(=O)CSc2nc3nccnc3c(=O)n2CCc2c[nH]c3ccccc23)c(C)c1 was read as AmpC detergent 7.8%, Sm TGR block -4.9% and HCMV inh -19.7.
Screening Cc1cc(C)n(C(=O)c2nn(C)c(C)c2[N+](=O)[O-])n1 returned AMA1 RON2 block 6.6%, AmpC detergent 1.1%, FBPA Giardia inh 0.9%, Sm TGR block 2.4%, AmpC inh no detg -6.3% and HCMV inh 23.2.
Screening O=C(Nc1cccc(Cl)c1)Nc1ccc2nccnc2c1 returned AMA1 RON2 block -9.6%, AmpC detergent -13.9%, FBPA Giardia inh -8.0%, Sm TGR block -14.9%, AmpC inh no detg -34.0% and HCMV inh -76.5*.
For O=C(/C=C/Nc1cccc(F)c1)c1ccco1 the results were AMA1 RON2 block -3.5%, AmpC detergent -9.3%, FBPA Giardia inh -2.8%, Sm TGR block -5.9%, AmpC inh no detg -22.0% and HCMV inh 95.7.
For CC(C)(C)NC(=O)NC(=O)COC(=O)COc1ccc(Cl)cc1Cl the results were AMA1 RON2 block 5.9%, AmpC detergent -12.5%, FBPA Giardia inh -0.3%, Sm TGR block -0.6%, AmpC inh no detg -22.0%[11.4 µM] and HCMV inh -21.1.
Cc1ccc(OC(=O)c2cc(=O)c3ccccc3o2)cc1 was read as AMA1 RON2 block -18.9%, AmpC detergent -13.2%, FBPA Giardia inh 0.0%, Sm TGR block -32.7%, AmpC inh no detg -7.0% and HCMV inh -13.4.
`CCOC(=O)C(=O)N(CC)C1CCS(=O)(=O)C1` (centres undefined) gave AMA1 RON2 block -27.8%, AmpC detergent 2.6%, FBPA Giardia inh 0.2%, Sm TGR block -3.4%, AmpC inh no detg -7.3% and HCMV inh 64.0.
For Cc1cc(OCC(=O)Nc2ccc(N3CCN(C(=O)c4ccco4)CC3)cc2)cc(C)c1Cl the results were AMA1 RON2 block 7.7%, AmpC detergent -12.5%, FBPA Giardia inh 14.6%, Sm TGR block 0.0%, AmpC inh no detg -18.4% and HCMV inh -35.8.
Screening O=C(COC(=O)CNC(=O)C1CCCCC1)Nc1ccc2c(c1)OCCO2 returned AMA1 RON2 block 16.5%, AmpC detergent 4.9%, FBPA Giardia inh 5.1%, Sm TGR block 2.3%, AmpC inh no detg -7.9% and HCMV inh 44.0.
`Cn1cc(CN2CCc3c([nH]c4ccccc34)C2C(C)(C)C)cn1` (centres undefined) gave AMA1 RON2 block -10.1%, AmpC detergent 2.0%, FBPA Giardia inh -15.5%, Sm TGR block inconclusive, AmpC inh no detg 15.6% and HCMV inh -24.6.
O=C(O)c1ccccc1/C=N/Nc1ccc(S(=O)(=O)N2CCCC2)cc1[N+](=O)[O-] was read as AMA1 RON2 block -0.2%, AmpC detergent 9.0%, FBPA Giardia inh 8.7%, Sm TGR block inconclusive, AmpC inh no detg -15.7% and HCMV inh 0.0.
`COC(=O)[C@H](Cc1ccccc1)NC(=O)c1ccc2ccccc2n1` gave AMA1 RON2 block -9.1%, AmpC detergent -6.1%, FBPA Giardia inh 1.0%, Sm TGR block -0.1%, AmpC inh no detg 12.4% and HCMV inh -20.4.
`CCCC(=O)Nc1sc2c(c1C#N)CCCCC2` gave AMA1 RON2 block -0.7%, AmpC detergent -5.7%, FBPA Giardia inh 2.4%, Sm TGR block -11.6%, AmpC inh no detg -24.9% and HCMV inh 70.8.
For CCOc1ccc(-n2c(SCc3ccc(C(=O)OC)o3)nc3c(c2=O)SCC3)cc1 the results were AMA1 RON2 block -0.1%, AmpC detergent -8.2%, FBPA Giardia inh -4.5%, Sm TGR block -5.7%, AmpC inh no detg -27.2% and HCMV inh -31.7.
Cc1cc(C)c(S(=O)(=O)NCC(c2ccc(N(C)C)cc2)N2CCOCC2)c(C)c1 (centres undefined) was read as AmpC detergent -1.1%, Sm TGR block -27.3% and HCMV inh 1.0.
`CC1CC(c2ccccc2)NS(=O)(=O)O1` (centres undefined) gave AMA1 RON2 block -0.7%, AmpC detergent -9.9%, FBPA Giardia inh 7.4%, Sm TGR block 1.2%, AmpC inh no detg -0.1% and HCMV inh inconclusive.
For O=C(Nc1ccnn1C1CCN(Cc2cccc(F)c2F)CC1)C1CCCC1 the results were AMA1 RON2 block 12.4%, AmpC detergent 1.5%, Sm TGR block 0.0%, AmpC inh no detg 110.2%[activator] and HCMV inh -14.9.
`COC(=O)C1(C)Cc2cc(OC(C)=O)c(OC(C)=O)cc2N1` (centres undefined) gave AmpC detergent -3.0%, FBPA Giardia inh -0.5%, Sm TGR block -30.9% and AmpC inh no detg -9.1%.
CC1CC1C(=O)OCC(=O)Nc1cccc(Br)c1 (centres undefined) was read as AMA1 RON2 block 5.5%, AmpC detergent -18.2%, Sm TGR block 1.3%, AmpC inh no detg -15.6% and HCMV inh -15.9.
Screening CC(Nc1nc(-c2ccccc2F)nc2ccccc12)c1ccccc1 (centres undefined) returned AMA1 RON2 block -6.4%, AmpC detergent 6.9%, FBPA Giardia inh 3.6%, Sm TGR block -2.7%, AmpC inh no detg -21.0% and HCMV inh -11.8.
`CCN1CCN(C(=O)C2c3cc(OC)c(OC)cc3C(=O)N(C)C2c2ccc(SC)cc2)CC1` (centres undefined) gave AMA1 RON2 block 6.9%, AmpC detergent inconclusive, FBPA Giardia inh 0.5%, Sm TGR block -0.3%, AmpC inh no detg 138.3%[activator] and HCMV inh 26.2.
Screening CCOC(=O)C1=C(COC(=O)/C=C/c2ccco2)NC(=O)NC1C (centres undefined) returned AMA1 RON2 block 2.8%, AmpC detergent -23.1%, Sm TGR block inconclusive, AmpC inh no detg -9.6% and HCMV inh 2.5.
For COc1cc(OC)cc(C(=O)NCC(=O)NCC(c2ccco2)N2CCCCC2)c1 (centres undefined) the results were AMA1 RON2 block -11.0%[11.6 µM], AmpC detergent -2.5%, Sm TGR block -10.4%, AmpC inh no detg -15.7% and HCMV inh 0.6.
Screening CS(=O)(=O)N(CC(=O)Nc1ccccc1C(=O)NCc1ccco1)c1ccc2c(c1)OCCO2 returned AMA1 RON2 block -10.4%, AmpC detergent -3.7%, FBPA Giardia inh 0.6%, Sm TGR block -17.6%, AmpC inh no detg -28.8% and HCMV inh 4.8.
`COc1ccc(C(=O)NCCc2nc3cc([N+](=O)[O-])ccc3n2C)cc1` gave AMA1 RON2 block 0.3%, AmpC detergent 0.8%, FBPA Giardia inh 1.3%, Sm TGR block -2.8%, AmpC inh no detg -1.0% and HCMV inh -18.7.
Screening COc1ccc(/C=N/NC(=O)C2C(=O)NCC2c2ccccc2)c(OC)c1 (centres undefined) returned AMA1 RON2 block -8.9%, AmpC detergent -10.2%, FBPA Giardia inh 7.6%, Sm TGR block -2.0%, AmpC inh no detg -13.9% and HCMV inh -30.6.
For C[C@H](CO)N1C[C@H](C)[C@@H](CN(C)C(=O)Nc2ccc(F)cc2)Oc2ccc(NS(C)(=O)=O)cc2C1=O the results were AMA1 RON2 block -1.9%, AmpC inh no detg -19.5% and HCMV inh 3.5.
For O=C(CSc1ccc([N+](=O)[O-])cn1)Nc1ccc2[nH]c(=O)[nH]c2c1 the results were AMA1 RON2 block 3.1%, AmpC detergent -11.4%, FBPA Giardia inh 9.1%, Sm TGR block -30.0%, AmpC inh no detg -7.3% and HCMV inh -12.4.
For Nc1nonc1C(=O)N/N=C\c1cc2c(cc1Cl)OCO2 the results were AMA1 RON2 block -5.6%, AmpC detergent inconclusive, Sm TGR block 1.3%, AmpC inh no detg -7.1% and HCMV inh inconclusive.
`COc1ccc(CCN(Cc2nc(-c3ccccc3)no2)Cc2nc(-c3ccccc3)no2)cc1OC` gave AMA1 RON2 block -0.4%, AmpC detergent 2.3%, FBPA Giardia inh -1.8%, Sm TGR block 0.6%, AmpC inh no detg -10.2% and HCMV inh 26.3.

In the list so far, these contain fluorine.
For O=C(/C=C/Nc1cccc(F)c1)c1ccco1 the results were AMA1 RON2 block -3.5%, AmpC detergent -9.3%, FBPA Giardia inh -2.8%, Sm TGR block -5.9%, AmpC inh no detg -22.0% and HCMV inh 95.7.
For O=C(Nc1ccnn1C1CCN(Cc2cccc(F)c2F)CC1)C1CCCC1 the results were AMA1 RON2 block 12.4%, AmpC detergent 1.5%, Sm TGR block 0.0%, AmpC inh no detg 110.2%[activator] and HCMV inh -14.9.
Screening CC(Nc1nc(-c2ccccc2F)nc2ccccc12)c1ccccc1 (centres undefined) returned AMA1 RON2 block -6.4%, AmpC detergent 6.9%, FBPA Giardia inh 3.6%, Sm TGR block -2.7%, AmpC inh no detg -21.0% and HCMV inh -11.8.
For C[C@H](CO)N1C[C@H](C)[C@@H](CN(C)C(=O)Nc2ccc(F)cc2)Oc2ccc(NS(C)(=O)=O)cc2C1=O the results were AMA1 RON2 block -1.9%, AmpC inh no detg -19.5% and HCMV inh 3.5.
